L3MBTL1 block = qHTS Assay for the Inhibitors of L3MBTL1 | actives 0.66% (n = 230,000) | Potency, µM (titrated, usually from 57.1 µM), inactives show at the highest dose activity, negative = inhibition, hits mostly inhibitors | AlphaScreen L3MBTL1–H3K9me1 peptide binding; active = well fitted inhibition curve with a large enough effect; inconclusive = small, poorly fitted or top-dose-only effect; inactive = no such curve, though single readings can be large or run the other way; note: nearly all actives have a fitted effect of over 60% in size
Target sequence (Q9Y468 whole entry, looked up): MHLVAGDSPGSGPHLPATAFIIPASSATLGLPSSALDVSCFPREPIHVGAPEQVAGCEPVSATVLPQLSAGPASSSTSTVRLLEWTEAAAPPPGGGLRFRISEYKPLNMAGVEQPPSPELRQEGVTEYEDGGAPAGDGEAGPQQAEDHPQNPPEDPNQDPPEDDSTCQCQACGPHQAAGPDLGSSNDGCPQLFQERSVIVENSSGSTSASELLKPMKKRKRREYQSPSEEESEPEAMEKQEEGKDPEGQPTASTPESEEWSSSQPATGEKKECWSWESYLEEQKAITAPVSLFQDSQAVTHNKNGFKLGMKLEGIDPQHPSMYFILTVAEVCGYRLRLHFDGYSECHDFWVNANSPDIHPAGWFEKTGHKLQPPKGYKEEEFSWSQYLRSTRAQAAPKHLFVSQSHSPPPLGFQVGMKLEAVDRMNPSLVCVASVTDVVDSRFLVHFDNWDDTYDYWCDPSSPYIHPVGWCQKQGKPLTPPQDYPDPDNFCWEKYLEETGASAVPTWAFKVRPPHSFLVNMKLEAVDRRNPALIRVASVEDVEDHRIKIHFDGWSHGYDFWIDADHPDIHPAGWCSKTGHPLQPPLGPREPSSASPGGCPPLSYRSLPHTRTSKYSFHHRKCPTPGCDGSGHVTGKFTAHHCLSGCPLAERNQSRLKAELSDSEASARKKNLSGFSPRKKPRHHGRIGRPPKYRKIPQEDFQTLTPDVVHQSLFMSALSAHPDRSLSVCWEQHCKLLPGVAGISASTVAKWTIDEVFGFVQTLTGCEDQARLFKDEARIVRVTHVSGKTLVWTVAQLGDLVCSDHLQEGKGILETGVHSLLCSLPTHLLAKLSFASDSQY
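Read-out is AlphaScreen signal from streptavidin donor and nickel chelate acceptor beads (10 ug/mL final each) bridging L3MBTL1 (50 nM) and biotinylated K9-monomethylated H3(1-15) peptide (75 nM), after 30 min compound exposure at room temperature.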
The depositor's hits bear a star; ? = inconclusive; [ ] = dose if it differs, or a comment. % is set by controls: 0 for no effect and ±100 for the full control effect; potency is the fitted concentration of half-maximal effect. The list is partial; the hit share may differ from the screen's.

SMILES	L3MBTL1 block
Cc1cccc(NC(=O)Cc2ccc(NC3=NC4CS(=O)(=O)CC4S3)cc2)c1 (stereo unspecified)	2%
O=C(COC(=O)c1ccc([N+](=O)[O-])o1)NCc1ccc2c(c1)OCO2	-57%
C=CCSc1nnc(NC(=O)C2=COCCO2)s1	-3%
O=C(CSc1nc(=O)n2cc(Cl)ccc2n1)Nc1ccc2c(c1)OCCO2	?
O=C(CNC(=O)c1ccccc1)OCC(=O)c1ccc(Cl)s1	2%
CCOc1ccc(C(C)=O)cc1COC(=O)CN1C(=O)NC2(CCCC2)C1=O	9%
CN(C)C(CNC(=O)CCNC(=O)c1ccc(Br)cc1)c1ccco1 (stereo unspecified)	-9%
O=C(NCC(c1ccco1)N1CCc2ccccc2C1)c1ccc(F)cc1 (stereo unspecified)	-3%
O=C(Nc1cc(C(=O)N2CCN(c3ccccc3)CC2)ccc1Cl)c1cccs1	-9%
O=C(OCC(=O)N1CCOCC1)c1ccccc1OCc1ccccc1	0%

A draw from above in order of heavy-atom count, high to low:
SMILES	L3MBTL1 block
O=C(Nc1cc(C(=O)N2CCN(c3ccccc3)CC2)ccc1Cl)c1cccs1	-9%
Cc1cccc(NC(=O)Cc2ccc(NC3=NC4CS(=O)(=O)CC4S3)cc2)c1 (stereo unspecified)	2%
O=C(NCC(c1ccco1)N1CCc2ccccc2C1)c1ccc(F)cc1 (stereo unspecified)	-3%
O=C(OCC(=O)N1CCOCC1)c1ccccc1OCc1ccccc1	0%
CN(C)C(CNC(=O)CCNC(=O)c1ccc(Br)cc1)c1ccco1 (stereo unspecified)	-9%
O=C(CNC(=O)c1ccccc1)OCC(=O)c1ccc(Cl)s1	2%
C=CCSc1nnc(NC(=O)C2=COCCO2)s1	-3%

(further entries)
SMILES	L3MBTL1 block
CN(CC(=O)Nc1ccccc1Cl)C(=O)C1CCN(C(=O)c2ccc(F)cc2)CC1	5%
O=C(Nc1ccc(C(F)(F)F)cc1)c1ccccc1-n1cnnn1	4%
COc1ccc(Cl)cc1C(=O)NNC(=O)c1cc2ccccc2o1	9%
O=C(CN1C(=O)NC2(CCCC2)C1=O)NCc1ccccc1	7%
CN(CC(=O)Nc1ccc(F)cc1)C(=O)COc1ccccc1Cc1ccccc1	-10%
CCOc1ccccc1OCC(=O)OCC(=O)c1c(N)n(CC(C)C)c(=O)n(C)c1=O	4%
O=C(CCN=C1NS(=O)(=O)c2ccccc21)OCc1ccccc1	6%
C=CC[C@@H](CC(=O)NCCO)C(=O)N[C@H](COC(=O)[C@@H](CC=C)Cc1ccc(F)cc1)Cc1c[nH]c2ccccc12	12%
COc1cccc(C(=O)OCC(=O)NC23CC4CC(CC(C4)C2)C3)c1	4%
COc1ccccc1NS(=O)(=O)c1c(C)nc2sccn2c1=O	2%
O=[N+]([O-])c1ccc(Oc2ccc(S(=O)(=O)N3CCOCC3)cn2)cc1	-1%
Oc1ccc(COCc2ccc(F)cc2)c2cccnc12	?
Cc1c(C(=O)N2CCN(S(=O)(=O)c3ccccc3F)CC2)oc2c(Cl)cccc12	-9%
O=C(COC(=O)c1ccc(C(F)(F)F)cc1)Nc1cccc(S(=O)(=O)NC2=NCCCCC2)c1	2%
CC(C)c1ccc(C(O)c2nc3ccccc3n2C)cc1 (stereo unspecified)	6%
N#CC(C#N)=CN=c1ccn(Cc2ccc(Cl)cc2Cl)cc1	?
COc1ccc(S(N)(=O)=O)cc1C(=O)NNC(=O)CN(C)S(=O)(=O)c1ccc(Cl)cc1	-8%
CC(C)=CCC/C(C)=C/CNC(=O)C[C@H]1C[C@H](C(=O)N2CCOCC2)[C@@]2(CCC3CCCC3)c3[nH]c4cc(CCC(=O)N(C)C)ccc4c3CCN2C1=O	-6%
Cc1cc(C(=O)OCC(=O)N2CCC(C)CC2)c2ccccc2n1	5%
CCCCn1c(N)c(N(CCOC)C(=O)c2ccc(-c3ccccc3)cc2)c(=O)[nH]c1=O	5%
Cc1cccc(N(Cc2ccccc2)C(=O)CSC(C)C(=O)Nc2cc(C)on2)c1 (stereo unspecified)	-1%
COc1ccc(C)cc1S(=O)(=O)N1CCN(C)CC1c1ccccc1 (stereo unspecified)	-1%
CC1(C)C2CCC1(CS(=O)(=O)N1CCCC1C(=O)O)C(=O)C2 (stereo unspecified)	4%
CC(C(=O)OCC(=O)NC1CCCCC1)N1C(=O)c2ccccc2C1=O (stereo unspecified)	1%
O=C(CNC(=O)COc1ccccc1)NCCN1CCOCC1	1%
CCCc1cc(=O)[nH]c(SCC(=O)Nc2ccc3ccccc3c2)n1	?
CN(CC(=O)Nc1ccc(Cl)c(C(F)(F)F)c1)C(=O)CNC(=O)C1CCCCC1	6%
CCOC(=O)c1csc(NC(=O)c2cc(-c3ccccn3)nc3ccccc23)n1	-3%
CCCCN1C(=O)c2ccc(C(=O)NC3(C)CCS(=O)(=O)C3)cc2C1=O (stereo unspecified)	0%
Cc1ccc(SCC(=O)OCC(=O)NCCc2ccccc2)cc1C	10%

Look-ups from the list:
`CCOC(=O)c1csc(NC(=O)c2cc(-c3ccccn3)nc3ccccc23)n1` in L3MBTL1 block reads -3%
`COc1ccc(C)cc1S(=O)(=O)N1CCN(C)CC1c1ccccc1` (stereo unspecified) in L3MBTL1 block reads -1%
`Cc1ccc(SCC(=O)OCC(=O)NCCc2ccccc2)cc1C` in L3MBTL1 block reads 10%
`CC(C(=O)OCC(=O)NC1CCCCC1)N1C(=O)c2ccccc2C1=O` (stereo unspecified) in L3MBTL1 block reads 1%

New compounds follow
SMILES	L3MBTL1 block
CCCCCCSc1ccc(-c2nc3cc(C)ccn3c2NC2CCCCC2)cc1	-1%
CC(=O)[C@H]1CC[C@H]2[C@@H]3CC=C4C[C@@H](O)CC[C@]4(C)[C@H]3CC[C@]12C	10%
CCOc1ccc(NC(=O)CSc2nc(=O)n(CCN3CCOCC3)c3c2CCCC3)cc1	-2%
O=C(CN1CCCC1c1cccs1)Nc1cccc(S(=O)(=O)N2CCCC2)c1 (stereo unspecified)	-2%
Cc1cccc(C(=O)NCC(=O)OCC(=O)NC2CCCCC2)c1	-1%
N#Cc1ccsc1NC(=O)CN1C(=O)NC2(CCCC2)C1=O	?
CCOC(=O)N1CCN(S(=O)(=O)CCNC(=O)c2ccc(OC)cc2)CC1	5%
O=C1C=CN2CCCCC2CC1 (stereo unspecified)	-7%
CCn1c(SC(C)C(=O)NCC2CCCO2)nc2ccccc21 (stereo unspecified)	-5%
COc1ccc(NC(=O)N(C)C[C@H]2Oc3c(NC(=O)Nc4ccccc4)cccc3C(=O)N([C@H](C)CO)C[C@@H]2C)cc1	2%
CCCCCCn1nc(C(=O)N(CCOC)c2c(N)n(CCCC)c(=O)[nH]c2=O)c2ccccc2c1=O	3%
Cc1cc(C(=O)OCC(=O)Nc2ccccc2C(F)(F)F)on1	7%
CC(=O)N1CCOc2ccc(S(=O)(=O)NC[C@H]3O[C@@H](n4cnc5c(N)ncnc54)[C@H](O)[C@@H]3O)cc21	3%
O=C(COc1ccccc1)NCCS(=O)(=O)N1CCN(c2ccccc2)CC1	-4%
Cc1cc(C)cc(NC(=O)c2cccnc2)c1	1%
COc1cc2c(-c3ccc4c(c3)OCO4)c(-c3ccsc3)oc(=O)c2cc1OC	-2%
CC1(C)CC2C1CCC1(O)CC2(C)CCC1N(O)c1ccc(C(=O)NCCO)cn1 (stereo unspecified)	35%[activator]
O=C(NN1CCOCC1)c1c(-c2ccccc2)sc2ccccc12	5%
CN(C(=O)COc1ccc(Cl)cc1Cl)C1(C)CCS(=O)(=O)C1 (stereo unspecified)	4%
OCC[C@H]1C[C@H](O)[C@@H](O)[C@]2(OCc3ccccc32)O1	4%
Cc1ccc(C(=O)NNC(=O)c2ccc(NS(=O)(=O)c3cccs3)cc2)o1	2%
Cc1ccc(C(=O)NC(CCc2ccccc2)C(=O)O)cc1 (stereo unspecified)	-8%
CC1CCCCC1NC(=O)c1ccc(NS(=O)(=O)c2ccc3[nH]c(=O)[nH]c3c2)cc1 (stereo unspecified)	4%
COc1ccc(S(=O)(=O)N(C)C[C@H]2Oc3ccc(NC(=O)C4CCCCC4)cc3C(=O)N([C@H](C)CO)C[C@@H]2C)cc1	2%
CN(CC(=O)Nc1ccc(Cl)cc1)C(=O)C1=COCCO1	-9%
Cc1ccc(NC(=O)COc2coc(CN3c4ccccc4CC3C)cc2=O)c(C)c1 (stereo unspecified)	-23%
O=C(C1Cc2ccccc2CN1S(=O)(=O)c1ccccc1[N+](=O)[O-])N1CCOCC1 (stereo unspecified)	-3%
CC(C)c1ccc(NC(=O)CSc2nc(=O)[nH]c3c2CCCC3)cc1	-3%
CSc1ncccc1C(=O)OCC(=O)N1CC(=O)Nc2ccccc21	-2%
O=C1NC(=O)C(=O)N1	4%

Overlap with the part before: 3 entries, then new ones.
SMILES	L3MBTL1 block
CC(C)c1ccc(NC(=O)CSc2nc(=O)[nH]c3c2CCCC3)cc1	-3%
CSc1ncccc1C(=O)OCC(=O)N1CC(=O)Nc2ccccc21	-2%
O=C1NC(=O)C(=O)N1	4%
Cc1ccc(-c2nnc(SCC(=O)NC3CCCC3)n2N)cc1	1%
NS(=O)(=O)c1ccc(NC(=O)NC2CC(=O)N(c3ccc4c(c3)OCCO4)C2)cc1 (stereo unspecified)	3%
COc1ccc(C(CNC(=O)COc2cccc(C(F)(F)F)c2)N2CCCC2)cc1 (stereo unspecified)	-2%
COc1cccc(N2CC(NS(=O)(=O)c3cccs3)CC2=O)c1 (stereo unspecified)	2%
CC(=O)C[C@H](O)CC(=O)[C@H]1OC(=O)CC/C=C\Cc2ccccc21	1%
CC(=O)N1CCN(C(=O)c2ccc(NS(=O)(=O)c3ccc4c(c3)OCCO4)cc2)CC1	8%
O=C(Nc1ncccc1O)c1ccc(S(=O)(=O)N2CCCCCC2)cc1	-12%
O=C(COC(=O)CNC(=O)c1ccccc1F)Nc1ccc2[nH]c(=O)[nH]c2c1	9%
COc1cccc(C(=O)NC2CC(C)(C)NC(C)(C)C2)c1OC	1%
Cc1ccc(S(=O)(=O)N(CC(=O)NCc2ccc(F)cc2)C(=O)N2CCN(C)CC2)cc1	?
COc1ccccc1/C=C/C(=O)OCC(=O)N1CCc2ccccc21	13%
CC(=O)Nc1ccc(NC(=O)COC(=O)CCCc2c[nH]c3ccccc23)cc1	-14%
CN(Cc1ccccc1)C(=O)c1cccc(NC(=O)Cc2ccc([N+](=O)[O-])cc2)c1	-6%
Cc1cccc(C)c1NC(=O)CN1CCN(C(=O)CN2C(=O)NC3(CCCCC3C)C2=O)CC1 (stereo unspecified)	0%
O=C(OCC(=O)N1CCCC1=O)c1ccc(O)cc1O	2%
COC(=O)c1c(C)[nH]c(C(=O)C(C)OC(=O)c2ccco2)c1C (stereo unspecified)	-5%
O=C(CN1C(=O)NC2(CCCCCC2)C1=O)NCc1ccccc1Cl	-4%
CCc1ccc(NC(=O)COC(=O)Cn2cnc3ccccc32)cc1	9%
CN(CC(=O)Nc1ccccc1Cl)C(=O)Cn1cnc2ccc(Cl)cc2c1=O	3%
Cc1ccc(S(=O)(=O)N2[C@@H](c3ccc(C(C)(C)C)cc3)C(C(=O)O)=CC[C@H]2c2cccs2)cc1	-2%
CN(C)C(=O)CCc1ccc2c3c([nH]c2c1)[C@]1(CCc2ccccc2)[C@@H](C(=O)N2CCCCC2)C[C@H](CC(=O)NCc2ccco2)C(=O)N1CC3	0%
COc1ccc(NS(=O)(=O)c2cccc(C(=O)NNC(=O)c3cccc(NC(C)=O)c3)c2)cc1	-2%
O=C(Nc1ccc(N2CCOCC2)cc1N1CCOCC1)c1ccccc1	-15%
Cc1ccc(S(=O)(=O)N2CCN(C(=O)COC(=O)CCOc3ccccc3C)CC2)cc1	-2%
O=C1C=CN(Cc2ccccc2)C(c2ccccc2)C1 (stereo unspecified)	6%
COc1cccc(-c2sc3ccc(OC)cc3c2C#CC(C)(C)O)c1	38%[activator]
COc1ccccc1N1CCN(S(=O)(=O)CCNC(=O)C2CCCCC2)CC1	-1%

Compound activity: PubChem, National Center for Advancing Translational Sciences (NCATS)
